Source: PubChem (National Center for Advancing Translational Sciences (NCATS))
IMPase Li inh – cell-permeable IMPase inhibitors with lithium potentiation | CHO-M1 cells, IP1 TR-FRET (IP-One), carbachol + lithium | Potency, µM (series often up to 59.4 µM), inactives show at the highest dose activity, negative = IMPase inhibition, most hits filed as inhibitors | 210,000 tested, 0.35% active | AID 1457;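 also: IP1 builds up when IMPase is blocked and the TR-FRET signal falls; potency is read from the fitted curve at half-maximal effect; plate controls were basal vehicle for no effect and high inhibitor control for full effect; nearly all actives have a fitted effect of over 50% in size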
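Readout is a homogeneous TR-FRET IP1 immunoassay (Ex 320, Em 665 and 620), where raised cytosolic IP1 lowers signal. Cells were CHO-M1 treated 30 min at 37C with test compounds plus a little lithium; AC50 values came from Hill-equation fitting.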
HTT aggregate – mutant huntingtin aggregation inhibition; PC12 HttQ103-GFP aggregates, Acumen cytometry, 40 h; Potency, µM (top dose mostly 46.1 µM), inactives show at the highest dose activity change, negative = inhibition, hits mostly inhibitors; 220,000 tested, 1.1% active; AID 1688; also: potency is read from the fitted curve at half-maximal effect; % is scaled to controls: 0 for no effect and ±100 for the full control effect; nearly all actives have a fitted effect of over 60% in size
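PC12 cells with ecdysone-inducible HTT exon1 Q103-GFP, induced by 100 nM tebufenozide, given compounds in a concentration series. GFP aggregates (1–25 um, 6 SD above background) counted in lysates by laser-scanning cytometry, 488 nm excitation.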
SMN2 splice enh – enhancers of SMN2 splice variant expression; HEK293 SMN2-luciferase splicing reporter, luminescence, 30-36 h; Potency, µM (top dose mostly 46.1 µM), inactives show at the highest dose activity change, positive = activation, actives largely listed as activators; AID 1458; 210,000 tested, 2.8% active; also: potency is read from the fitted curve at half-maximal effect; % of control where 0% means no effect; nearly all actives have a fitted effect of over 55% in size
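HEK293 cells carry an SMN2 minigene-luciferase reporter in which exon 7 inclusion puts luciferase in frame. Cells were seeded at 2000 cells/well, attached for 10-12 hours, then exposed to compounds for 30-36 hours at 37C before ONE-Glo luminescence.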
CBFb-RUNX1 inh – blocks binding between human CBF-beta and RUNX1; Potency, µM (highest dose often 59.8 µM), without a hit: top-dose activity, negative = inhibition, most hits filed as inhibitors; AlphaScreen CBFb-His/RUNX1-biotin binding, biochemical; Q01196+Q13951; 230,000 tested, under 10 active; also: % of control where 0% means no effect
Target sequence (Q01196 whole entry, looked up): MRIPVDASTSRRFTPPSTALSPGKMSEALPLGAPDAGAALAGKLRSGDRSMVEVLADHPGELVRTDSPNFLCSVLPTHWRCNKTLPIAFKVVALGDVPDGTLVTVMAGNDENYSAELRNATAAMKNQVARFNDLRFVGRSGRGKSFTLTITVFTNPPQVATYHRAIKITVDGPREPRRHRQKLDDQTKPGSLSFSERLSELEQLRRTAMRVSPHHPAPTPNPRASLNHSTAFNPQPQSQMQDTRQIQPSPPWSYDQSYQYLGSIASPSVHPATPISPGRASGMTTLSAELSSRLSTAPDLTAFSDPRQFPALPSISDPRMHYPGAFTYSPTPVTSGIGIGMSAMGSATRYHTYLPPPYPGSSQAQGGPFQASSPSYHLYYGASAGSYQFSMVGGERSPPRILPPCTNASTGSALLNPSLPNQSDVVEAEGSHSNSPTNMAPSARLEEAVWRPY
Target sequence (Q13951 whole entry, looked up): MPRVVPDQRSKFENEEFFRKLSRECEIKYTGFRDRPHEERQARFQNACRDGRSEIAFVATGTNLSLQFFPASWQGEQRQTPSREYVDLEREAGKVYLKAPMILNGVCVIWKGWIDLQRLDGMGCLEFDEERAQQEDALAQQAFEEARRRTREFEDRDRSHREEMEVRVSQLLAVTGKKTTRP
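AlphaScreen proximity signal reports loss of binding between His-tagged CBF-beta and biotin-labelled RUNX1, each at 30 nM. Proteins are pre-associated for 20 minutes, compounds added for 15 minutes, then beads for 90 minutes, all at ambient temperature.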
HTT ATP protect – Huntington cell model cytoprotection by ATP luminescence. PC12 HTT-Q103 induced, cytoprotection, ATP luminescence, 40 h. Potency, µM (doses to about 56.4 µM), inactives show cytoprotection (ATP increase), actives largely listed as activators. 230,000 tested, 0.14% active. AID 1471;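 also: potency is read from the fitted curve at half-maximal effect; % of control where 0% means no effect; nearly all actives have a fitted effect of over 45% in size; toxic huntingtin expression switched on by the ecdysone agonist tebufenozide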
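Readout: ATPlite luminescence (ATP level). Model: stable PC12, inducible Htt exon1 Q103-GFP. Inducer: tebufenozide, 100 nM final. Compounds: dose series. No G418 in medium.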
KinaseGlo FLuc – Kinase-Glo luciferase inhibition (counter-screen). Kinase-Glo luciferase, ATP luminescence, 8 min. Potency, µM (top dose mostly 38.3 µM), for inactives: top-dose activity change, negative = inhibition, actives largely listed as inhibitors. 200,000 tested, 0.28% active; also: potency is read from the fitted curve at half-maximal effect; % is scaled to controls: 0 for no effect and ±100 for the full control effect; nearly all actives have a fitted effect of over 60% in size
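Luminescence was the read-out, taken after 8-minute incubation at ambient temperature. Luciferase turned over luciferin with 10 uM ATP in imidazole pH 7.2 buffer containing KCl, MgCl2, Tween 20 and BSA.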
Lamin A splicing – changes lamin A minigene splicing in HeLa cells; HeLa LMNA splicing GFP/RFP minigene ratio, 48 h; Potency, µM (doses to about 46.1 µM), for the others: top-dose ratio change, negative = inhibition, usual class: inhibitors; 200,000 tested, 0.01% active; AID 1487; active = well fitted inhibition curve with a large enough effect in the signal ratio, with a control signal flat, not every such curve was filed as active; inconclusive = small, poorly fitted or top-dose-only effect, or effect the other way, or a change in a side signal; the % refers to the signal ratio; also: potency is read from the fitted curve at half-maximal effect; % is scaled to controls: 0 for no effect and ±100 for the full control effect
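S3 HeLa cells stably expressing lamin A-EGFP splicing minigene plus DsRed2, 600 cells/well, 48 h compound exposure at 37C. Laser-scanning cytometry; analysed as GFP (500-530 nm)/RFP (575-640 nm) total intensity ratio; 0.5% DMSO vehicle.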
The depositor's hits bear a star; ? = inconclusive; . = no result given; [ ] = dose if it differs, or a comment. Unless noted, calls follow the shape of the dose curve; as a rule, active = well fitted curve in the direction sought with a large enough effect; inconclusive = small, poorly fitted or top-dose-only effect, or another doubt; inactive = no such curve, though single readings can be large; an effect the other way counts as inactive or inconclusive.

No.	canonical_smiles	IMPase Li inh	HTT aggregate	SMN2 splice enh	CBFb-RUNX1 inh	HTT ATP protect	KinaseGlo FLuc	Lamin A splicing
1	Cn1c(=O)n(CC#N)c2ccccc21	-12.1%[38.3 µM]	16.9%	0.7%	0.5%	-3.0%	0.5%	4.3%
2	Cc1ccc(Cl)cc1NC(=O)C1CCN(S(C)(=O)=O)CC1	2.2%	-0.3%[9.22 µM]	.	9.7%	9.3%[10 µM]	-4.3%	.
3	Cc1ccc(-c2nn(CC(C)(C)C)c3ncnc(N)c23)cc1	4.1%	.	.	3.0%[21.7 µM]	-61.9%[inhibitor]	-0.1%	.
4	COCCOC(=O)c1[nH]c2c(c1C)C(=O)CC(c1ccc(N(C)C)cc1)C2 (centres undefined)	23.7%[38.3 µM]	-27.5%	-10.8%	-14.9%	-4.8%[10 µM]	2.7%	-12.6%
5	CCCCN(C(=O)c1ccc(OC(F)(F)F)cc1)c1c(N)n(CCC)c(=O)[nH]c1=O	6.7%	-9.2%	10.9%	14.8%	-8.0%[10 µM]	2.7%	10.0%[46 µM]
6	COc1ccc(-c2[nH]ncc2CN2CCC(N3CCSCC3)CC2)c(F)c1	6.9%	4.8%[9.22 µM]	-8.4%	5.7%	1.2%[10 µM]	-3.1%	?
7	COc1ccc(OCC(=O)Nc2nnc(C)s2)cc1	4.9%[38.3 µM]	2.1%	-7.2%	-5.1%	2.9%	-1.2%	3.0%
8	COc1ccc2[nH]c3c(NCCC4=CCCCC4)ncnc3c2c1	10.0%	12.6µM*	-33.6%[inhibitor]	-3.5%	-156.0%[inhibitor]	-1.7%	.
9	CC(C)(C)NC(=O)C(c1ccncc1)N(Cc1cccs1)C(=O)Cn1nnc(-c2ccc(F)cc2)n1 (centres undefined)	-4.6%	-13.9%	15.5%	0.5%	-8.7%[10 µM]	-2.7%	?
10	O=C(NNS(=O)(=O)c1ccc(Cl)cc1)c1cccs1	1.9%	-11.5%[9.22 µM]	10.1%	-6.3%	-25.0%[10 µM]	-0.5%	.
11	COc1ccc(Nc2nc3ccccc3nc2-n2nc(C)cc2C)cc1	35.0%[38.3 µM]	-3.9%	-18.6%	25.7%	-4.6%	-3.5%	?
12	Cc1c(C(=O)NN)sc(=S)n1C	.	-7.9%[9.22 µM]	.	2.7%	7.4%[10 µM]	.	.
13	COc1nc(N)nc(CC(=O)C2CC2)n1	8.2%[38.3 µM]	-0.6%	0.1%	3.5%	23.8%	-1.8%	0.6%
14	CN(C)c1ccc(/C=C(\Cl)c2nc3ccccc3s2)cc1	-5.7%	-1.6%	-110.8%[inhibitor]	-3.8%	-20.5%[1.9 µM]	12.6µM*	?
15	CCOC(=O)Cc1csc(NC(=O)/C=C/c2ccc(Br)o2)n1	.	-8.0%[9.22 µM]	.	3.7%	-26.3%[10 µM]	.	.
16	CCOC(=O)/C(=C\C=C1/Sc2ccccc2N1CC)C(C)=O	13.2%	-10.4%	-9.2%[1.84 µM]	-8.4%	-6.5%[10 µM]	-3.6%	10.0%
17	O=C(NC(Cc1c[nH]c2ccccc12)C(=O)OCC(=O)c1cccc2ccccc12)c1cccs1 (centres undefined)	2.3%	10.9%	-2.0%	?	-40.8%[10 µM]	-0.1%	-5.9%
18	O=C(COC(=O)[C@H](Cc1ccccc1)NC(=O)c1ccco1)NCc1ccccc1	20.2%[38.3 µM]	-9.0%	-20.3%	3.1%	-8.1%	18.7%	4.0%
19	Clc1ccccc1N=C1SCCS1	.	-11.9%[9.22 µM]	.	9.3%	-13.0%[10 µM]	.	.
20	Cc1c(C(=O)Nc2ccccn2)oc2ccccc12	1.9%[38.3 µM]	-5.4%	25.1µM*	1.3%	-69.3%[inhibitor]	-20.8%	-6.6%
21	Cc1ccccc1NC(=O)C1CCCN(S(=O)(=O)c2cnc[nH]2)C1 (centres undefined)	16.2%[38.3 µM]	-15.9%	12.3%	16.0%	-2.7%	2.3%	-5.4%
22	COc1ccccc1C(=O)N/C(=C/c1ccc(Br)cc1)C(=O)NCC(=O)O	-13.1%[38.3 µM]	-1.5%	1.8%	-0.6%	9.1%	4.8%	-0.9%
23	CCOC(=O)Cc1[nH]nc2c1C(c1cc(OC)ccc1OC)C(C#N)=C(N)O2 (centres undefined)	-5.1%[38.3 µM]	-10.3%	-2.2%	-8.9%	6.7%	-1.2%	2.2%
24	C=CCc1ccc(OCCCOc2ccc(C)cc2OC)c(OC)c1	4.4%[38.3 µM]	-4.3%	3.3%	2.9%	-33.2%	-1.6%	-6.9%
25	CC(=O)NC12CC3CC(C1)CC(C(=O)Nc1nccs1)(C3)C2	-12.9%[38.3 µM]	9.4%	1.4%	5.4%	4.2%[10 µM]	-1.7%	11.4%
26	CN(C)S(=O)(=O)c1ccc(C(=O)Nc2ccc(CCC(=O)N3CCCC3)cc2)cc1	20.3%[38.3 µM]	-24.3%	-2.3%	1.6%	-9.1%	4.4%	-9.0%
27	Cc1csc(SCC(=O)c2c(N)n(CC(C)C)c(=O)n(C)c2=O)n1	39.0%[activator][38.3 µM]	?	-59.9%[inhibitor]	3.4%	15.2%	18.3%	-22.3%
28	Cc1ccc(C(=O)NN2C(=O)C3C4C=CC(C4)[C@@H]3C2=O)cc1 (some centres undefined)	.	-2.2%[9.22 µM]	.	2.4%	-1.0%[10 µM]	.	.
29	CCOc1cc2[nH]c(=S)n(Cc3ccc(C(=O)NCCOC)cc3)c(=O)c2cc1OCC	?	-2.7%	-13.6%	-1.8%	-8.8%	-1.7%	12.1%
30	c1ccc(N2CCN(c3nnnn3-c3ccccc3)CC2)cc1	5.7%[38.3 µM]	8.2%[9.22 µM]	-6.8%	2.0%	-22.8%	-2.1%	-1.1%
31	O=C(c1cc2ccccc2oc1=O)N(Cc1cccs1)Cc1ccccc1Cl	4.9%	?	-1.3%	8.9%	0.7%[10 µM]	-0.2%	-11.1%
32	CCCCCNc1nc(NCCCO)c(C#N)c2c1CN(C)CC2	40.7%[38.3 µM]	26.9%	-14.4%	0.2%	-20.8%	15.8%	2.7%
33	CCOc1ncccc1C(=O)N1CCCSC1=Nc1ccc(C(C)=O)cc1	12.1%	0.9%	-8.0%	-16.2%	-24.8%	-3.2%	-7.6%[46 µM]
34	O=C(NC1CCCc2c1cnn2-c1ccc(F)cc1F)c1cnccn1 (centres undefined)	1.6%	-22.4%[9.22 µM]	.	-1.7%	-7.8%[10 µM]	.	.
35	Cc1ccc(C(OC(=O)c2ccco2)C(=O)NC2CCCCC2)cc1 (centres undefined)	-4.1%[38.3 µM]	-3.7%	-18.7%	-0.2%	24.6%	4.5%	7.8%
36	COc1cccc(/C=N/c2sc(Cc3ccccc3)c(C)c2C(N)=O)c1O	4.0%	33.0%	-17.2%	-16.0%	16.9%[10 µM]	5.0%	?
37	O=C(NCCCN1CCOCC1)c1ccc(CS(=O)(=O)c2c(Cl)cccc2Cl)o1	29.6%[38.3 µM]	-0.6%	-5.0%	8.8%	-9.8%[10 µM]	2.7%	-14.1%
38	COc1ccc(-c2nnc(SCC3CCCO3)n2C)cc1 (centres undefined)	4.9%	11.2%	-2.2%	0.9%	-105.2%[inhibitor]	3.2%	.
39	Cc1ccc(NC(=O)c2ccco2)cc1C	-2.5%[38.3 µM]	18.8%	15.8µM*	5.3%	-67.6%[inhibitor]	?	5.5%
40	COc1ccc(N2C(=O)[C@@H]3C(c4cccnc4)=NO[C@@H]3C2=O)cc1	.	-0.3%[9.22 µM]	.	-14.4%	-5.9%[10 µM]	.	.

2 entries drawn at random from those above, as already listed:
No.	canonical_smiles	IMPase Li inh	HTT aggregate	SMN2 splice enh	CBFb-RUNX1 inh	HTT ATP protect	KinaseGlo FLuc	Lamin A splicing
38	COc1ccc(-c2nnc(SCC3CCCO3)n2C)cc1 (centres undefined)	4.9%	11.2%	-2.2%	0.9%	-105.2%[inhibitor]	3.2%	.
33	CCOc1ncccc1C(=O)N1CCCSC1=Nc1ccc(C(C)=O)cc1	12.1%	0.9%	-8.0%	-16.2%	-24.8%	-3.2%	-7.6%[46 µM]

Further compounds follow:
No.	canonical_smiles	IMPase Li inh	HTT aggregate	SMN2 splice enh	CBFb-RUNX1 inh	HTT ATP protect	KinaseGlo FLuc	Lamin A splicing
41	CCCC1O[C@@H]2C[C@H]3[C@@H]4CCC5=CC(=O)C=C[C@]5(C)[C@H]4[C@@H](O)C[C@]3(C)[C@]2(C(=O)CO)O1 (some centres undefined)	15.7%	29.8%	-34.4%[inhibitor]	-15.4%	.	-0.3%	?
42	COc1ccc(-c2cn3nc4c(nc3n2)CCCC4)cc1	-3.5%[38.3 µM]	-21.6%	?	4.1%	-18.8%[10 µM]	-26.1%	-0.6%
43	C#CCNC(=O)C1=C[C@@H](c2ccc(C(F)(F)F)cc2)[C@H](CCCO)[C@@H](OCC)O1	10.6%	12.2%[9.22 µM]	.	21.0%	-0.3%[10 µM]	.	.
44	COc1ccc(CC(NC(C)=O)C(=O)NC2CCN(C(=O)c3ccc(OC)c(OC)c3)CC2)cc1OC (centres undefined)	2.3%	-9.1%[9.22 µM]	.	9.3%	10.0%[10 µM]	-2.7%	17.7%[46 µM]
45	C/C(N)=C(/C#N)C(=O)COC(=O)CCCNC(=O)c1ccc(Cl)cc1	-3.7%	3.2%	4.3%	-2.9%	18.4%	-0.8%	-3.6%[46 µM]
46	Cc1ccc(Cn2c(CN3CCOCC3)nc3c2c(=O)[nH]c(=O)n3C)cc1	-0.7%[38.3 µM]	3.9%	-8.4%	0.6%	-16.0%	5.6%	20.6%
47	CCn1cnc2sc(-c3ccccc3)cc2c1=O	2.3%[38.3 µM]	-14.4%	10µM*	5.8%	-78.0%[inhibitor][0.074 µM]	-4.1%	-4.7%
48	COc1ccc(N2C(S)=C(C#N)C(=O)NC2c2ccco2)cc1 (centres undefined)	-3.2%	-2.2%	21.1%	-2.4%	.	0.9%	-1.9%
49	CC(C)(C)c1ccc(-c2nnc(SCc3ccc(Cl)cc3)n2-c2cccc(C(F)(F)F)c2)cc1	6.1%	.	-4.1%[9.22 µM]	.	15.5%[10 µM]	-4.5%[7.66 µM]	.
